Tb MetRS inh: T. brucei MetRS inhibitors, primary screen, biochemical, luminescence; methionyl-tRNA synthetase (Trypanosoma brucei brucei); purified T. brucei MetRS, ATP depletion, Kinase-Glo luminescence; inhibition, % at 11.9 µM; 360,000 tested, 0.4% active; AID 624268, 2012;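 active = inhibition above a per-plate cutoff of the control wells' mean inhibition plus 3 SD, cut at about 5.5% in these data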;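 also: 0% = DMSO wells median and 100% = median of wells with control inhibitor compound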
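Dosing: 11.9 µM compound single dose, 0.9% DMSO; Assay system: purified T. brucei MetRS enzyme; Measured by: Kinase-Glo luciferase luminescence reporting remaining unconsumed ATP; Schedule: 15 min plus 2 h at 25 °C.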
DNMT1 block: human DNMT1 methyltransferase inhibitors, primary screen, biochemical, molecular beacon, fluorescence, HinP1I cleavage, uHTS. DNA (cytosine-5)-methyltransferase 1 (Homo sapiens), P26358. inhibition (reported as % activation of signal), % at 10 µM. 360,000 tested, 0.83% active; in the data active = inhibition above about 50%
Target sequence (P26358 504-1616 limits assumed): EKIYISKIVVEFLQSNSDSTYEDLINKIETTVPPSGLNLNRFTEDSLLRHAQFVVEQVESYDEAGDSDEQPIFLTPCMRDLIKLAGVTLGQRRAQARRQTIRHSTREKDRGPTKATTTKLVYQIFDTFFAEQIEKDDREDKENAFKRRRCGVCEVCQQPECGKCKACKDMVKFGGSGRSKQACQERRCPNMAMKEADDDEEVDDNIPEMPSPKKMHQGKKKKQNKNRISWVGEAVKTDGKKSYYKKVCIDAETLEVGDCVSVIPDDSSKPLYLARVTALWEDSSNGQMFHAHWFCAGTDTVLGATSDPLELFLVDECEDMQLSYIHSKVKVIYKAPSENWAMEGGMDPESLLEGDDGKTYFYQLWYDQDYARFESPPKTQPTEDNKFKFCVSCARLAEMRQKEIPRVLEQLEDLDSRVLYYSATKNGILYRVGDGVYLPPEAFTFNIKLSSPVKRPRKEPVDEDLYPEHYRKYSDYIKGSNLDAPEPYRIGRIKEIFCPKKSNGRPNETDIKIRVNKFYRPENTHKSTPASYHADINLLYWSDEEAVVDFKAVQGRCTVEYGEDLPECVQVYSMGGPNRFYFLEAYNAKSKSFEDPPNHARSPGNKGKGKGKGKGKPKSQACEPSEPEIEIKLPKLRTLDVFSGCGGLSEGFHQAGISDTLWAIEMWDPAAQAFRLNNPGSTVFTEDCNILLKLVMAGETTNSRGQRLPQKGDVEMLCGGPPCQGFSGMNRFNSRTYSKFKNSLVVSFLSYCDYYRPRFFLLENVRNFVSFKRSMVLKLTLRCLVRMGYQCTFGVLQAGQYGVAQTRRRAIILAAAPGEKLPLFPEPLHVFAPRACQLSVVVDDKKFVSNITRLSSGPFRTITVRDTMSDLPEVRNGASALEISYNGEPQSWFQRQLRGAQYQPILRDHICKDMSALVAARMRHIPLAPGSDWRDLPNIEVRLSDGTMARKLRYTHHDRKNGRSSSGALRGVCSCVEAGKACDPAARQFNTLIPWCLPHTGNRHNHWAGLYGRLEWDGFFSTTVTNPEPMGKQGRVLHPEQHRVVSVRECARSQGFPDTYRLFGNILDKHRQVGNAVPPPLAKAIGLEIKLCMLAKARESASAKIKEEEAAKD
SUMO1 PPI mod: modulators of SUMO1 protein-protein interactions, primary screen, biochemical, uHTS; Small ubiquitin-related modifier 1 (Homo sapiens), P63165; SUMO1 binding to a labelled peptide, TR-FRET, 1 h; inhibition, % at 20 µM; 360,000 tested, 0.33% active; AID 602429, 2012; in the data active = inhibition above about 37%
CSN deneddyl inh: inhibitors of CSN-mediated cullin deneddylation, primary screen, biochemical, fluorescence polarization, uHTS; AID 651999, 2013; inhibition, % at 12.5 µM; Purified CSN, SCF-Nedd8-OG deneddylation; 360,000 tested, 0.38% active; COP9 signalosome complex subunit 5 (Homo sapiens), Q92905;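 active = pattern-corrected inhibition above about 35%, with an unprinted fluorescence ratio check between 0.5 and 1.5, limit read from the data, passing the limit was not always enough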;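 also: 0% = enzyme with substrate and 100% = substrate without enzyme; some results filed as inactive read as strong as hits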
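Test system: purified human Csn5 enzyme expressed in HEK293T cells. Amount: 0.24 nM enzyme. Reagent: SCFSkp2-Nedd8OG substrate at 10 nM final. Schedule: 90 min incubation of compound, enzyme and substrate at room temperature. Detection: fluorescence polarization. Read-out: % inhibition of substrate cleavage by Csn5.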
NadD block: inhibitors of S. aureus NadD, primary screen, biochemical, colorimetric, uHTS; purified NadD enzyme, colorimetric absorbance read-out; 360,000 tested, 0.78% active; AID 602399, 2012; inhibition, % at 20 µM; in the data active = inhibition above about 26%; also: some compounds past the cut are filed as inactive
Rpn11 block: Rpn11 (PSMD14) deubiquitinase inhibitors, primary screen, biochemical, fluorescence polarization, uHTS. 26S proteasome non-ATPase regulatory subunit 14 (Homo sapiens), O00487. human 26S proteasome, Ub4-pepOG fluorescence polarization; 20S core pre-blocked with epoxomicin. calls only at 20 µM. 360,000 tested, 0.59% active. AID 588493, 2011;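 active = inhibition at 20 µM, scaled to each plate's controls, above about 33%, limit read from the data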
STEP inh: STEP phosphatase inhibitors, primary screen, biochemical, fluorescence intensity, uHTS; Tyrosine-protein phosphatase non-receptor type 5 (Homo sapiens), P54829; recombinant STEP, OMFP fluorogenic substrate; inhibition, % at 20 µM; 360,000 tested, 0.25% active; AID 588621, 2011;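 active = inhibition at 20 µM, scaled per plate between control wells, above about 37%, limit read from the data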;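 also: 0% = DMSO with enzyme and substrate and 100% = substrate only without enzyme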
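medium = Bis-Tris buffer pH 6.0, 2.5 mM DTT, 0.005% Tween 20 | test system = STEP (striatal-enriched tyrosine phosphatase) enzyme, cell-free | measure = normalized % inhibition | compound dosing = 20 µM, 1% DMSO | also added = 25 µM OMFP | schedule = reaction 20 min, ambient temperature | measured by = fluorescence read at 480 nm ex / 540 nm em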
LMPTP block: LMPTP phosphatase inhibitors, primary screen, biochemical, fluorescence intensity, uHTS. Low molecular weight phosphotyrosine protein phosphatase (Homo sapiens), P24666. 360,000 tested, 0.22% active. recombinant LMPTP-A, OMFP fluorogenic substrate. AID 651560, 2012. inhibition, % at 20 µM;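 active = compounds that cut the enzyme signal by at least half of the control window in the single-dose screen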;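 also: plate controls were DMSO wells with enzyme plus substrate for no effect and substrate without enzyme for full effect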
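Buffer or medium: Bis-Tris pH 6.0, DTT, detergent; Assay system: LMPTP-A enzyme; Quantity: 0.625 nM enzyme; Detection: endpoint fluorescence intensity; Times: 50 min dark incubation at room temperature; Controls: substrate-only low control, DMSO enzyme-plus-substrate high control; Doses: single 20 µM dose; Read-out: percent inhibition versus substrate-only and uninhibited controls; Reagent: 400 µM OMFP.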
MLLE-PAM2 inh: inhibitors of PABP1 MLLE–PAM2 peptide binding, primary screen, biochemical, fluorescence polarization, FITC-PAM2, GST-MLLE. 360,000 tested, 0.36% active. Polyadenylate-binding protein 1 (Homo sapiens), P11940. inhibition, % at 20 µM; in the data active = inhibition above about 35%, passing the limit was not always enough;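 also: plate controls were DMSO wells with GST-MLLE for no effect and wells lacking GST-MLLE protein for full effect; some results filed as inactive read as strong as hits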
Scp-1 inhibitor: Scp-1 phosphatase inhibitors, primary screen, biochemical, colorimetric, uHTS | Carboxy-terminal domain RNA polymerase II polypeptide A small phosphatase 1 (Homo … | Recombinant Scp1, phosphopeptide, malachite green phosphate absorbance | inhibition, % at 20 µM | 340,000 tested, 0.88% active;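 active = inhibition above about 50% at 20 µM, limit read from the data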;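 also: plate controls were DMSO wells with enzyme for no effect and wells lacking enzyme for full effect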
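Incubation: 45 min enzyme reaction at room temperature / System: truncated SCP-1 phosphatase (76-261aa) / Reagent: Phospho 17-mer peptide substrate / Buffer or medium: Acidic Tris acetate buffer with magnesium and detergent / Signal: absorbance at 630 nm / Doses: one concentration, 20 µM, with 1.0% DMSO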
An asterisk follows results filed as active; i = inactive; nt = no result given; + = active, no number. Compounds as they come. Share with any hit: about 3.6%.

Start of the listing, in advance:
SMILES	Tb MetRS inh	DNMT1 block	SUMO1 PPI mod	CSN deneddyl inh	NadD block	Rpn11 block	STEP inh	LMPTP block	MLLE-PAM2 inh	Scp-1 inhibitor
Cc1nn(-c2ccccc2)c(C)c1/C=N/NC(=O)c1cnccn1	-0.1	3	-1	2	-3	i	3	-0.3	5	-8
COc1ccccc1CNC(=O)COC(=O)c1ccccc1SCC(=O)N1CCCC1	0.0	-1	-2	6	1	i	0	-0.9	-10	-1
COc1cc(C(C(=O)NC2CCCC2)N(Cc2ccccc2)C(=O)c2snc(C(N)=O)c2N)ccc1O (stereo not given)	-0.2	-1	-25	-5	5	i	0	0.0	-3	-1

All compounds of this part, from the first entry:
SMILES	Tb MetRS inh	DNMT1 block	SUMO1 PPI mod	CSN deneddyl inh	NadD block	Rpn11 block	STEP inh	LMPTP block	MLLE-PAM2 inh	Scp-1 inhibitor
Cc1nn(-c2ccccc2)c(C)c1/C=N/NC(=O)c1cnccn1	-0.1	3	-1	2	-3	i	3	-0.3	5	-8
COc1ccccc1CNC(=O)COC(=O)c1ccccc1SCC(=O)N1CCCC1	0.0	-1	-2	6	1	i	0	-0.9	-10	-1
COc1cc(C(C(=O)NC2CCCC2)N(Cc2ccccc2)C(=O)c2snc(C(N)=O)c2N)ccc1O (stereo not given)	-0.2	-1	-25	-5	5	i	0	0.0	-3	-1
Cc1ccc(C)c(NC(=O)CCN2CC(C)OC(C)C2)c1 (stereo not given)	-1.1	-1	-1	-4	4	i	0	-3.0	-7	3
O=C(CSCc1ccccc1)N/N=C/c1cc2c(cc1Br)OCO2	0.4	4	-2	-8	-5	i	-1	1.3	7	-7
CCCCn1c(N)c(N(CC(C)C)C(=O)c2ccncc2)c(=O)[nH]c1=O	-0.3	2	1	4	4	i	1	-0.7	-14	-4
COc1ccc([C@H]2C[C@H](n3cc(C4CC4)nn3)[C@@H](O)CN2C(=O)C2CCCCC2)cc1	-0.5	0	-6	3	7	i	-1	-0.1	-4	nt
Cc1ccc(-c2[nH]c3ccccc3c2C(C[N+](=O)[O-])c2ccco2)cc1 (stereo not given)	-0.2	-15	1	2	5	i	-4	1.0	-12	-4
CCCn1nnnc1NC(=O)c1ccc(C)cc1Cl	-0.5	9	3	-6	8	i	-3	-1.3	4	5
Cc1nn2c(-c3ccncc3)ccnc2c1Cl	-0.8	1	-10	2	3	i	-1	-0.8	2	-1
Cc1ccccc1NC1=C(Cl)C(=O)OC1OC(C)C (stereo not given)	-0.1	-1	3	0	1	i	2	-1.2	-4	-6
Nc1ccc(N2CCOCC2)c(S(=O)(=O)Nc2ccccc2Cl)c1	-0.1	-8	2	-2	-2	i	0	-0.9	-13	0
COc1cc(C(=O)NNC(=O)COc2ccc(Br)cc2)ccc1OCC(=O)N1CCOCC1	-0.2	0	2	4	5	i	-3	-1.3	10	-3
CCCN(CC(=O)Nc1ccccc1C)C(=O)c1ccc2c(c1)S(=O)(=O)N=C1CCCCCN12	-0.2	4	13	4	-2	i	-4	0.2	-11	-8
COc1cc(CNc2ncnc3c2ncn3[C@H]2CN(Cc3ccncc3)C[C@@H](CO)O2)cc(OC)c1OC	-0.8	5	3	0	2	i	0	-2.0	3	nt
CC(=O)c1c(C)[nH]c(C(=O)NCCc2ccc(Cl)cc2)c1C	0.6	-2	-3	-5	-2	i	-2	1.8	-3	-1
O=C(CC1Oc2ccccc2NC1=O)NCCCN1CCCC1=O (stereo not given)	-0.4	1	4	-5	1	i	-2	3.1	12	-12
OCCCCNCc1ccc(OCc2ccc(Cl)cc2Cl)cc1	5.1	2	-1	0	-10	i	-1	-1.1	-5	1
CCOc1cccc2sc(N3CCN(C(=O)c4ccc5ncsc5c4)CC3)nc12	-0.2	-3	5	2	-5	i	0	0.2	-8	-2
Cc1ccc(C(=O)CN2C(=O)NC3(CCc4ccccc43)C2=O)c(C)c1 (stereo not given)	-0.6	2	-1	0	-7	i	0	0.8	-15	-5
CCN(CC)c1ccc(NC(=O)C2CC(=O)N(Cc3ccccc3)C2)cc1 (stereo not given)	-0.8	-1	0	6	-1	i	2	-1.2	-1	21
CC1C(=O)C(C)C(c2cc(Br)ccc2O)NC1c1cc(Br)ccc1O (stereo not given)	-0.1	-5	3	-6	14	i	-2	4.8	-12	-5
Cc1csc2ncnc(N3CCN(S(=O)(=O)c4cccc(C(F)(F)F)c4)CC3)c12	0.4	2	6	1	0	i	2	3.0	-11	-1
Cc1ccccc1OCCN1C(=O)NC2(CCc3ccccc32)C1=O (stereo not given)	-0.3	3	0	-1	-2	i	1	-0.8	3	-6
CC(C)(C)c1ccc(S(=O)(=O)NC(=O)C2(C)CCN2C(=O)CC2CC2)cc1 (stereo not given)	-0.1	0	4	-1	3	i	0	-1.8	-1	nt

Continued.
SMILES	Tb MetRS inh	DNMT1 block	SUMO1 PPI mod	CSN deneddyl inh	NadD block	Rpn11 block	STEP inh	LMPTP block	MLLE-PAM2 inh	Scp-1 inhibitor
CCOc1ccc(Cc2nn[nH]n2)cc1	-1.5	4	1	-2	-1	i	-1	-1.0	-2	-4
Cc1cccc(C(=O)N[C@H](C(=O)Nc2nccs2)C(C)C)c1	0.4	8	0	-5	0	i	1	-2.8	11	-8
Cc1ccc(Nc2nnc(SCC(=O)Nc3cc(C(=O)O)ccc3C)s2)c(C)c1	-0.2	-3	4	-1	-5	i	-3	-2.8	-29	-2
Cc1ccc(OCc2cc(C(=O)N(C)CC3CCOCC3)no2)cc1C	-0.3	0	2	4	-3	i	0	0.4	5	-13
CN1CCN(c2c([N+](=O)[O-])cnc3ccccc23)CC1	1.1	-2	-14	-1	-1	i	-1	-5.7	9	-18
CC(=O)NC(CCS(C)(=O)=O)C(=O)Nc1c(C)cccc1C (stereo not given)	-0.5	0	5	-4	2	i	-2	-1.0	-1	-11
CC(C(=O)NC(=O)NC1CCCCC1)N1CCN(c2ccc(O)cc2)CC1 (stereo not given)	-0.4	2	4	-1	-1	i	-2	0.1	15	2
COc1cc(OC)cc(C(=O)NNC(=O)CNC(=O)c2cccs2)c1	-0.1	-6	5	-3	-4	i	2	0.7	-3	-1
O=C(CN1CC(=O)Oc2ccccc21)OCC(=O)c1cccc(Br)c1	-0.2	0	0	0	5	i	2	5.1	-9	23
CN(C)c1ccc([C@@H]2[C@@H]([N+](=O)[O-])[C@H]3C=Cc4ccccc4N3[C@H]2C(=O)c2ccc(Cl)cc2)cc1	0.1	6	-21	24	14	+	0	2.8	-96	-5
O=C(c1cccs1)N1CCC(c2nc3c(nnn3Cc3c(Cl)cccc3Cl)c(=O)[nH]2)CC1	0.0	-1	1	0	-1	i	1	1.9	13	-10
CCC1=C(c2ccc(OC)cc2)CCC(C(=O)O)C1C (stereo not given)	0.0	3	2	-3	0	i	4	0.3	-3	-10
NS(=O)(=O)c1ccc(CCNC(=O)c2cc(-c3ccccn3)nc3ccc(Br)cc23)cc1	0.7	17	-7	-11	16	i	-1	4.3	-8	-3
O=C(Oc1ccc2c(c1)CCC2)N1CCOCC1	0.2	-4	-2	2	-4	i	-3	-1.4	-4	-5
O=C(Oc1ccc2c(c1)OCO2)c1ccncc1	-0.3	4	0	-2	0	i	-4	-1.6	3	-3
O=C(Nc1ccccc1N1CCOCC1)c1cccnc1Cl	-0.5	1	-3	-4	-6	i	1	-2.0	-9	-4
O=C(Nc1ccc2c(c1)CCCN2C(=O)c1ccco1)c1cc([N+](=O)[O-])ccc1Cl	-0.2	4	-24	-4	-5	i	0	0.7	2	-6
CC(=O)c1c(C)[nH]c(C(=O)OCc2ccc(F)cc2Cl)c1C	0.6	-2	2	-10	-9	i	0	1.3	-2	-7
CC(C)(CO)Nc1nc(Nc2ccccc2)nc(Nc2ccccc2)n1	0.5	-5	-2	-3	3	i	1	-1.3	11	4
O=C(CSc1nccn1-c1ccc(F)cc1)Nc1ccc2c(c1)OCO2	-0.6	-10	1	-3	-7	i	-2	2.3	-8	-2

Part of the list above in order of length of the SMILES, high to low.
SMILES	Tb MetRS inh	DNMT1 block	SUMO1 PPI mod	CSN deneddyl inh	NadD block	Rpn11 block	STEP inh	LMPTP block	MLLE-PAM2 inh	Scp-1 inhibitor
CN(C)c1ccc([C@@H]2[C@@H]([N+](=O)[O-])[C@H]3C=Cc4ccccc4N3[C@H]2C(=O)c2ccc(Cl)cc2)cc1	0.1	6	-21	24	14	+	0	2.8	-96	-5
O=C(Nc1ccc2c(c1)CCCN2C(=O)c1ccco1)c1cc([N+](=O)[O-])ccc1Cl	-0.2	4	-24	-4	-5	i	0	0.7	2	-6
Cc1ccc(Nc2nnc(SCC(=O)Nc3cc(C(=O)O)ccc3C)s2)c(C)c1	-0.2	-3	4	-1	-5	i	-3	-2.8	-29	-2
O=C(CSc1nccn1-c1ccc(F)cc1)Nc1ccc2c(c1)OCO2	-0.6	-10	1	-3	-7	i	-2	2.3	-8	-2
CN1CCN(c2c([N+](=O)[O-])cnc3ccccc23)CC1	1.1	-2	-14	-1	-1	i	-1	-5.7	9	-18
O=C(Nc1ccccc1N1CCOCC1)c1cccnc1Cl	-0.5	1	-3	-4	-6	i	1	-2.0	-9	-4

From PubChem BioAssay
